E-sel TNF inh = blocks E-selectin expression induced by TNF alpha | HUVEC TNFa-induced E-selectin immunofluorescence, high content | AID 1246 | inhibition, % at 2 µM | 0.71% of 120,000 active;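 active means inhibition above the batch mean plus 3 SD, and confirmed as a hit on visual image review, cut at about 43% in these data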;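 further: 0% = TNF-stimulated DMSO wells and 100% = unstimulated control wells; not every result past the cut was called active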
Yeast growth inh = reduces growth of yeast BB579 in restrictive medium. S. cerevisiae BB579 growth, OD615, 48 h. inhibition, % at 10 µM. 0.51% of 140,000 active. AID 804;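 active means inhibition above a set limit, 3 SD over the mean compound inhibition, cut at about 44% in these data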; further: inactives centre near -24
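Test system: Saccharomyces cerevisiae DeaD strain BB579, replicative lifespan model yeast | Buffer or medium: Restrictive CSMM-D medium | Doses: One dose, 10 µM compound with 0.25% DMSO | Incubation: 48 h exposure, 30 °C | Detection: Culture absorbance at 615 nm | Control set: Amphotericin B at 10 µg/mL as positive control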
GALR2 blocker = GALR2 (human) receptor antagonism; O43603; GALR2-expressing cells, antagonist mode; inhibition, % at 4 µM; 0.39% of 140,000 active; in the data active means inhibition above about 27%;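 further: cells stimulated with galanin 1-16 at roughly its EC80; 0% = agonist challenge control and 100% = basal control without agonist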
Target sequence (O43603 whole entry, looked up): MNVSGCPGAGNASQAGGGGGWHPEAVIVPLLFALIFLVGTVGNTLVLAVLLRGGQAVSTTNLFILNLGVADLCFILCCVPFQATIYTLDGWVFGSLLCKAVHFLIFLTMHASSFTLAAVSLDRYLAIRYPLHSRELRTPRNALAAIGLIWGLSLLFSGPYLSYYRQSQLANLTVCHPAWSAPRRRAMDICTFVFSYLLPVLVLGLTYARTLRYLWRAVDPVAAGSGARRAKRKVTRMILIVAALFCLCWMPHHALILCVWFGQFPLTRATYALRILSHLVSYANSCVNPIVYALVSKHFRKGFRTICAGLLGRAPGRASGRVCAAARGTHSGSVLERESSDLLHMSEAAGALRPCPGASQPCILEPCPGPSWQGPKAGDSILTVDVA
MRP-1 activ = MRP-1 activation; viability increase, % at 10 µM; H69AR cells + doxorubicin, viability rescue, CellTiter-Glo; 0.61% of 140,000 active;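 active means viability gain under doxorubicin at or above a set limit, the compound median plus 3 SD, cut at about 4.7% in these data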;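 further: MRP-1 overexpressing cells given doxorubicin 25 µM after compound pretreatment; 18-22 h compound pretreatment then 72 h with doxorubicin before readout; 0% = doxorubicin-only wells and 100% = vehicle-treated cells without doxorubicin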
Yeast lifespan up = extends the lifespan of yeast; S. cerevisiae growth with nicotinamide, OD615; deaD strain in restrictive glucose medium; inhibition of the nicotinamide effect, % at 10 µM; 0.68% of 130,000 active;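 active means inhibition above a set limit, placed 3 SD over the median of all compounds, cut at about 26% in these data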;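 further: 0% = nicotinamide-treated wells and 100% = cells grown without nicotinamide; some compounds called inactive have numbers as strong as hits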
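Assay system: engineered S. cerevisiae DeaD replicative-lifespan strain, galactose-grown log-phase cells; medium: restrictive CSMM-D dextrose medium; also added: nicotinamide, 1.5 mM, co-present with compound; schedule: 48 h compound exposure at 30 °C, humidified; detection: absorbance at 615 nm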
HCT116 bCat-KO = beta-catenin-lacking colon tumor cell growth suppression | 1.5% of 140,000 active | viability, % at 10 µM | HCT116 beta-catenin knockout viability, CellTiter-Glo, 60 h; active compounds read low;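 active means viability at or under a set limit, the compound median less 4 SD, cut at about 6% in these data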;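 further: 0% = Hyamine 1622 control at 20 µM and 100% = untreated cell control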
Phagocyt inh = macrophage phagocytosis inhibition | J774A.1 macrophage IgG-bead phagocytosis, imaging | inhibition, % at 5 µM | 0.07% of 110,000 active;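 active means inhibition above the mean of the plate negative controls plus 5 SD, cut at about 13% in these data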;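 further: phagocytic index as fraction of beads internalized from green versus red external bead signal; plate controls were DMSO negative control for no effect and cytochalasin-D positive control for full effect; some results beyond the cut were filed as inactive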
PTEN del growth = PTEN-deleted cell growth suppression; HCT116 PTEN-null viability, CellTiter-Glo, 60 h; active compounds read low; viability, % at 10 µM; 1.2% of 140,000 active; AID 827;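 active means viability at or below a set limit, 4 SD under the median of all tested compounds, cut at about 3.7% in these data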;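 further: PTEN knockout HCT116 line with beta catenin targeted HCT116 as companion control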
NPY Y2 blocker = blocks the human neuropeptide Y Y2 receptor; 0.99% of 140,000 active; NPY-Y2 expressing cells, antagonist mode; inhibition, % at 2.7 µM; P49146; in the data active means inhibition above about 17%;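 further: 0% = vehicle with agonist challenge and 100% = reference antagonist with challenge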
Target sequence (P49146 whole entry, looked up): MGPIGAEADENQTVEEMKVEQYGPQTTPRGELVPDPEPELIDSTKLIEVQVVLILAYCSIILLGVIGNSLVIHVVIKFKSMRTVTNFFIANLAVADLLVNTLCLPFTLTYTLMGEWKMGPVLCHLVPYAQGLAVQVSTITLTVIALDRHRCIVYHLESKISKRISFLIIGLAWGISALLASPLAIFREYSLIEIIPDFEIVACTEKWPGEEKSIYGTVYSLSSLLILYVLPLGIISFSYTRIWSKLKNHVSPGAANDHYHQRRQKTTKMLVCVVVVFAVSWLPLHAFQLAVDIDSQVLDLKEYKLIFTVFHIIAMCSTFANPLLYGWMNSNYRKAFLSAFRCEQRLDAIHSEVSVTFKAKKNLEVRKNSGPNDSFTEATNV
Measles CPE = protection of cells from measles virus | Measles virus-infected cells, CPE protection, absorbance | protection (pct of control), % at 4 µM | 1.5% of 140,000 active; in the data active means protection mostly above about 24%, no sharp cut-off; inactive means mostly below about 26%; further: some compounds called inactive have numbers as strong as hits
* = called active by the depositor; nt = not tested or not shown.

Short forms: A = E-sel TNF inh; B = Yeast growth inh; C = GALR2 blocker; D = MRP-1 activ; E = Yeast lifespan up; F = HCT116 bCat-KO; G = Phagocyt inh; H = PTEN del growth; I = NPY Y2 blocker; J = Measles CPE
> CN(C)CCCNC(=O)c1cc(S(=O)(=O)N2CCOCC2)ccc1F
  A: -44	B: -57	C: 15	D: -0.8	E: -10	F: 93	G: nt	H: 85	I: -1	J: 34
> CC(=O)NCCn1c(SCC(=O)NCC2CCCO2)nc2ccccc2c1=O (stereo unspecified)
  A: 7	B: -9	C: -13	D: -3.1	E: 8	F: 98	G: nt	H: 88	I: 3	J: 52*
> COC(=O)CCCCCC(CCC(=O)OC)NC(C)=O (stereo unspecified)
  A: 9	B: -7	C: 7	D: -0.6	E: -7	F: 95	G: 3	H: 101	I: 0	J: 36
> Cc1ccc(C(CC(=O)O)Nc2nc(N3CCOCC3)nc(N3CCOCC3)n2)cc1 (stereo unspecified)
  A: -14	B: -54	C: 3	D: -0.7	E: 4	F: 99	G: -1	H: 94	I: 2	J: 4
> Cc1ccc(S(=O)(=O)Nc2ccc3c(c2)c2c(n3S(=O)(=O)c3ccc(C)cc3)CCCC2=O)cc1
  A: nt	B: -30	C: -7	D: -4.0	E: 0	F: 83	G: -10	H: 72	I: 0	J: 37
> CC(=O)Nc1cc(S(=O)(=O)Nc2ccc(C)cc2)c(C)cc1C
  A: 5	B: -42	C: -4	D: -2.6	E: -15	F: 107	G: nt	H: 92	I: 1	J: 3
> Cc1cc(=O)[nH]c(-n2[nH]c3c(c2=O)CCCC3)n1
  A: -2	B: -13	C: 4	D: -2.2	E: -16	F: 83	G: nt	H: 83	I: 1	J: 7
> Cc1cc(N2CCN(c3ccccc3)CC2)n2cc(-c3ccccc3)nc2n1
  A: 9	B: -9	C: -5	D: -2.2	E: -11	F: 83	G: nt	H: 64	I: 8	J: 4
> COc1cccc(OC)c1NC(=O)CN1CCC(NC(=O)c2cccc(F)c2)CC1
  A: 23	B: -25	C: -3	D: -2.1	E: nt	F: 105	G: nt	H: 87	I: 6	J: 9
> Cc1ccc(Cl)cc1NC(=O)N[C@@H](C)C(=O)O
  A: 35	B: -8	C: 0	D: -1.0	E: -21	F: 93	G: -1	H: 91	I: 0	J: 30

The listing continues.
Short forms: A = E-sel TNF inh; B = Yeast growth inh; C = GALR2 blocker; D = MRP-1 activ; E = Yeast lifespan up; F = HCT116 bCat-KO; G = Phagocyt inh; H = PTEN del growth; I = NPY Y2 blocker; J = Measles CPE
> O=C1CCc2cc(S(=O)(=O)NC(Cc3ccccc3)C(=O)NCCC3=CCCCC3)ccc2N1 (stereo unspecified)
  A: nt	B: -24	C: 5	D: -0.1	E: -10	F: 86	G: 0	H: 83	I: 2	J: 8
> COc1ccc(CNC(=O)COC(=O)c2c(-c3c(F)cccc3Cl)noc2C)cc1OC
  A: 6	B: -2	C: -1	D: -1.6	E: -7	F: 89	G: 0	H: 95	I: 1	J: 28
> CC1CCCC(NC(=O)C2CCCN2S(=O)(=O)c2cccc3nsnc23)C1C (stereo unspecified)
  A: nt	B: -52	C: -8	D: 0.1	E: 2	F: 62	G: 0	H: 73	I: 2	J: 4
> CS(=O)(=O)N(Cc1ccc(C(=O)NCCSc2ccccn2)cc1)c1ccccc1
  A: -1	B: -18	C: -11	D: -2.4	E: -1	F: 90	G: -9	H: 92	I: 5	J: 8
> CCCCOc1ccc(C(=O)Nc2ccc(N3CCN(C(=O)C(C)C)CC3)cc2)cc1
  A: -16	B: -51	C: -1	D: -0.1	E: -5	F: 47	G: -1	H: 56	I: -3	J: 2
> O=C(NCCCn1ccnc1)c1cccc(S(=O)(=O)N2CCCCCC2)c1
  A: -5	B: -47	C: -7	D: -0.5	E: 6	F: 92	G: 0	H: 94	I: 0	J: 19
> Cc1ccc(N(Cc2ccc(C(=O)NN=C3CCN(C)CC3)cc2)S(C)(=O)=O)cc1C
  A: -15	B: -3	C: 2	D: -1.5	E: -5	F: 101	G: -4	H: 99	I: 2	J: 13
> O=C(CSc1nc(-c2ccncc2)nn1CC(=O)N1CCCCC1)NC1CCCC1
  A: nt	B: 0	C: 11	D: -2.3	E: -8	F: 95	G: 0	H: 91	I: 0	J: 5
> CS(=O)(=O)Nc1ccc(C(=O)NCC2CCCO2)cc1 (stereo unspecified)
  A: -20	B: -41	C: 3	D: -1.0	E: 3	F: 97	G: 2	H: 95	I: -1	J: 6
> COCCn1c(N2CCN(c3ccc(OC)cc3)CC2)nc2c1c(=O)n(C)c(=O)n2C
  A: nt	B: -58	C: -4	D: -1.2	E: -8	F: 93	G: nt	H: 93	I: 0	J: 8

(listing goes on)
Short forms: A = E-sel TNF inh; B = Yeast growth inh; C = GALR2 blocker; D = MRP-1 activ; E = Yeast lifespan up; F = HCT116 bCat-KO; G = Phagocyt inh; H = PTEN del growth; I = NPY Y2 blocker; J = Measles CPE
> CCCCC(=O)OCC(=O)c1ccc(OCC)cc1
  A: -5	B: -16	C: -7	D: -1.6	E: nt	F: 83	G: nt	H: 98	I: 2	J: 12
> Cc1cccc(NC(=O)Cn2cnc3c(cnn3-c3ccc(F)cc3)c2=O)c1C
  A: 3	B: -35	C: -12	D: -5.4	E: -4	F: 27	G: 0	H: 6	I: 4	J: 3
> Cc1nn(C)cc1C1C2=C(CC(C)(C)CC2=O)N(c2ccccc2)C2=C1C(=O)CC(C)(C)C2
  A: -3	B: -27	C: 1	D: -3.7	E: -2	F: 91	G: 0	H: 99	I: -3	J: 19
> CCCCOc1ccc(-c2cc(C(=O)NNC(=S)NCC)c3ccccc3n2)cc1
  A: -34	B: 42	C: 16	D: -2.1	E: -16	F: 1.6*	G: nt	H: 1.8*	I: 4	J: 23
> COc1ccc(N2CCN(c3nc(NC(C)(C)C)nc(N4CCCCC4)n3)CC2)cc1
  A: -27	B: -11	C: -5	D: 0.2	E: -17	F: 73	G: -1	H: 72	I: -1	J: 11
> O=C(Nc1cccc(S(=O)(=O)N2CCCCC2)c1)Nc1ccc(Cl)cc1Cl
  A: nt	B: -43	C: 2	D: -5.4	E: -4	F: 1.5*	G: -12	H: 1.4*	I: 1	J: 28
> C[C@@H](C(=O)NCCc1c[nH]c2ccccc12)[C@@H]1C[C@@]1(C)[C@@H](NC(=O)OCc1ccccc1)c1ccccc1
  A: -25	B: -8	C: 6	D: -0.5	E: 6	F: 54	G: nt	H: 48	I: 2	J: 22
> O=S(=O)(c1cc(Cl)ccc1Cl)N1CCCCC1
  A: 3	B: -17	C: -3	D: -1.0	E: -6	F: 93	G: 2	H: 86	I: 5	J: 4
> O=C(O)C1C2C=CC(C2)C1C(=O)NC1CCS(=O)(=O)C1 (stereo unspecified)
  A: -15	B: -17	C: -1	D: -2.3	E: -22	F: 93	G: 0	H: 103	I: 0	J: 27
> CCC(NC(=O)c1ccccc1NC(=O)c1ccc(C)cc1)C(=O)O (stereo unspecified)
  A: -7	B: -15	C: -4	D: 0.6	E: -4	F: 92	G: -1	H: 103	I: 4	J: 8

A draw from above in order of formula weight, largest number first:
Short forms: A = E-sel TNF inh; B = Yeast growth inh; C = GALR2 blocker; D = MRP-1 activ; E = Yeast lifespan up; F = HCT116 bCat-KO; G = Phagocyt inh; H = PTEN del growth; I = NPY Y2 blocker; J = Measles CPE
> O=C1CCc2cc(S(=O)(=O)NC(Cc3ccccc3)C(=O)NCCC3=CCCCC3)ccc2N1 (stereo unspecified)
  A: nt	B: -24	C: 5	D: -0.1	E: -10	F: 86	G: 0	H: 83	I: 2	J: 8
> CS(=O)(=O)N(Cc1ccc(C(=O)NCCSc2ccccn2)cc1)c1ccccc1
  A: -1	B: -18	C: -11	D: -2.4	E: -1	F: 90	G: -9	H: 92	I: 5	J: 8
> O=C(NCCCn1ccnc1)c1cccc(S(=O)(=O)N2CCCCCC2)c1
  A: -5	B: -47	C: -7	D: -0.5	E: 6	F: 92	G: 0	H: 94	I: 0	J: 19
> Cc1ccc(Cl)cc1NC(=O)N[C@@H](C)C(=O)O
  A: 35	B: -8	C: 0	D: -1.0	E: -21	F: 93	G: -1	H: 91	I: 0	J: 30

(continued)
Short forms: A = E-sel TNF inh; B = Yeast growth inh; C = GALR2 blocker; D = MRP-1 activ; E = Yeast lifespan up; F = HCT116 bCat-KO; G = Phagocyt inh; H = PTEN del growth; I = NPY Y2 blocker; J = Measles CPE
> CCOc1nc(NCCN2CCOCC2)nc(NC(C)C)n1
  A: 7	B: -28	C: 25	D: -0.9	E: nt	F: 96	G: nt	H: 104	I: 0	J: 20
> COc1ccc(C(=O)Nc2cc3c(cc2Cl)OCCCO3)cc1
  A: 1	B: -21	C: -4	D: -2.1	E: -38	F: 99	G: 1	H: 89	I: 3	J: 3
> Nc1cc2c(cc1[N+](=O)[O-])OCCO2
  A: nt	B: -1	C: 6	D: -1.4	E: -5	F: 97	G: -8	H: 96	I: 2	J: 14
> CCOc1ccccc1N(CC(=O)O)S(=O)(=O)c1ccccc1
  A: 18	B: 17	C: -7	D: 4.8*	E: -3	F: 103	G: 2	H: 105	I: -1	J: 9
> Cn1c(CNC(=O)C(C)(C)C)nc2ccccc21
  A: -11	B: -50	C: -3	D: 0.2	E: 0	F: 110	G: 0	H: 98	I: -1	J: 14
> O=C(CN1CCOCC1)Nc1c2c(nc3ccccc13)N(Cc1ccccc1)CC2
  A: nt	B: -25	C: 8	D: -3.8	E: -17	F: 95	G: -1	H: 92	I: 1	J: 3
> CCOC(=O)N1CCC(NC(=O)C2=C(C)C(=O)OC23CCC(C)CC3)CC1 (stereo unspecified)
  A: nt	B: -39	C: -1	D: -2.7	E: 0	F: 86	G: nt	H: 97	I: -2	J: 10
> CN(CC(=O)N1CCCC1)S(=O)(=O)c1ccc(Cl)cc1
  A: 15	B: -26	C: -8	D: -0.3	E: 2	F: 90	G: nt	H: 95	I: -3	J: 7
> COc1ccccc1N1CCN(CCCOc2ccc(F)cc2)CC1
  A: -18	B: -39	C: -10	D: -0.2	E: 2	F: 78	G: 0	H: 76	I: 3	J: 23
> CC(C)(C)C(=O)C(Cc1ccccc1)n1cncn1 (stereo unspecified)
  A: -11	B: -1	C: -3	D: -0.1	E: -6	F: 98	G: nt	H: 97	I: 1	J: 4

Following part:
Short forms: A = E-sel TNF inh; B = Yeast growth inh; C = GALR2 blocker; D = MRP-1 activ; E = Yeast lifespan up; F = HCT116 bCat-KO; G = Phagocyt inh; H = PTEN del growth; I = NPY Y2 blocker; J = Measles CPE
> CN(Cc1ccccc1)C(=O)Cn1nc(C(F)(F)F)c2c1CCC2
  A: -8	B: -57	C: -7	D: 0.0	E: -14	F: 84	G: 0	H: 91	I: 2	J: 21
> CCOC(=O)c1cc2sccc2n1CC(=O)c1ccc2c(c1)OCCO2
  A: nt	B: -17	C: 6	D: -1.5	E: -7	F: 87	G: -1	H: 82	I: 2	J: 4
> CC(=O)NC1C(=O)N(C)c2ccc(Br)cc21 (stereo unspecified)
  A: -31	B: 22	C: 7	D: -2.2	E: -13	F: 91	G: 3	H: 83	I: 1	J: 6
> C/C(=N\NC(=O)COc1ccccc1)c1cccs1
  A: nt	B: -15	C: -2	D: 2.7	E: -1	F: 91	G: -5	H: 95	I: 0	J: 44
